USP1-UAF1 inh = Inhibitors of USP1/UAF1: Primary Screen; Ubiquitin carboxyl-terminal hydrolase 1 (Homo sapiens), O94782; recombinant USP1/UAF1, Ub-Rhodamine cleavage fluorescence; Potency, µM (series often up to 57.1 µM), without a hit: at the highest dose activity change, negative = inhibition, most hits filed as inhibitors; 390,000 compounds, 0.23% hits; note: potency is the fitted concentration of half-maximal effect; % is set by controls: 0 for no effect and ±100 for the full control effect; nearly all actives have a fitted effect of over 60% in size; inactives centre near -12
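High-throughput fluorogenic screen: 1nM USP1/UAF1 complex, Ub-Rho substrate 150nM final, 50mM HEPES pH 7.8 with 0.5mM EDTA, 0.1 mg/ml BSA, 1mM TCEP and 0.01% Tween-20.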
TrxR1 substrate = qHTS Assay for Substrates of Mammalian Selenoprotein Thioredoxin Reductase 1 (TrxR1): qHTS. Thioredoxin reductase 1, cytoplasmic (Rattus norvegicus), O89049. Potency, µM (series often up to 114 µM), inactives show at the top dose activity change, negative = substrate turnover. purified TrxR1 substrate turnover, NADPH consumption readout. 390,000 compounds, 0.01% hits. AID 588456, 2011; note: potency is the fitted concentration of half-maximal effect; % is set by controls: 0 for no effect and ±100 for the full control effect; nearly all actives have a fitted effect of over 50% in size
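Rat TrxR1, dispensed at 90 nM, was prereduced with 400 uM NADPH (final) for 5 min at ~22 deg C, then incubated with compound 15 min before 400 uM selenite. A first-read NADPH fluorescence drop versus no-compound background flagged substrates.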
D2 antagonist = HTS Assay for Allosteric Antagonists of the Human D2 Dopamine Receptor: Primary Screen for Antagonists; D(2) dopamine receptor (Homo sapiens), P14416; HEK293 TREx D2 cells, calcium flux, dopamine EC80; inhibition, % at 10 µM; 340,000 compounds, 2% hits; in the data active = inhibition above about 30%; note: 0% is about no effect
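HEK293 T-REx D2 cells, tet-induced, calcium dye no-wash. Cpd pintool add, 180 s kinetic, then EC80 DA, 180 s kinetic. Ca flux read.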
D2 ag = HTS Assay for Allosteric Agonists of the Human D2 Dopamine Receptor: Primary Screen for Agonists; D(2) dopamine receptor (Homo sapiens), P14416; HEK293 T-REx D2 cells, calcium flux agonist mode; activation, % at 2 µM; 340,000 compounds, 0.53% hits;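 active = activation over 3 SD above normal in the single-dose calcium agonist read, cut at about 30% in these data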; note: 0% is about no effect
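HEK293 Trex D2 cells, tetracycline-induced, o/n 30 C 5% CO2; no-wash Ca dye, RT 30–90 min; 10-cycle baseline, 23 nl cpd added, kinetic Ca read 180 s; agonist hits = positive Ca response.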
TRHR ag = qHTS for Small Molecule Agonists and Allosteric Enhancers of Human TRH Receptor: Primary Screen for Agonists; 360,000 compounds, 0.18% hits; AID 493084, 2011; activation, % at 2 µM; Thyrotropin-releasing hormone receptor (Homo sapiens), P34981; TRHR cells, calcium flux fluo-8, FDSS agonist mode; in the data active = activation above about 30%; note: 0% is about no effect
Target sequence (P34981 whole entry, looked up): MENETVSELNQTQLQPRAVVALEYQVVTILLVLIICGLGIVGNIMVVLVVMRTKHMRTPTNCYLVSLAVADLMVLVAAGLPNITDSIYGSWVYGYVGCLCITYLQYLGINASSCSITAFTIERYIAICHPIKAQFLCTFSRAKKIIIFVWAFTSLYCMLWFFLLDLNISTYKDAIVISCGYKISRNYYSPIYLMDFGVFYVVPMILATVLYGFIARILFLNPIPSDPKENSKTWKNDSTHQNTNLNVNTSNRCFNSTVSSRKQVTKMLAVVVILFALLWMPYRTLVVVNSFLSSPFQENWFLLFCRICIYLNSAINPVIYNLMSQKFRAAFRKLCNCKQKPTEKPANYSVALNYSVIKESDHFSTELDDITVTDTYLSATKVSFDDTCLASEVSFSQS
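TRHR-expressing cells loaded with fluo-8 calcium dye; 23 nL library compound pin-transferred, kinetic FDSS fluorescence (Ex 480/Em 530) recorded about 180 s for agonist-induced calcium release, before a 10 nM TRH EC20 addition for potentiator mode.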
IDH1 R132H inh = qHTS for Inhibitors of mutant isocitrate dehydrogenase 1 (IDH1): qHTS | AID 602179, 2012 | Potency, µM (highest dose often 76.6 µM), without a hit: top-dose activity change, negative = inhibition, most hits filed as inhibitors | 390,000 compounds, 0.093% hits | IDH1-R132H enzyme, NADPH consumption, diaphorase/resazurin fluorescence; note: potency is the fitted concentration of half-maximal effect; % is set by controls: 0 for no effect and ±100 for the full control effect; nearly all actives have a fitted effect of over 65% in size
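IDH1-R132H (0.5 ug/mL) preincubated 30 min with compound, then NADPH (0.016 mM) and alpha-KG (2 mM) added; 80 min at RT, pH 7.5. Remaining NADPH coupled via diaphorase/resazurin to fluorescence (540/590 nm); concentration-response curves normalized to no-enzyme control.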
TRHR enhancer = qHTS for Small Molecule Agonists and Allosteric Enhancers of Human TRH Receptor: Primary Screen for Enhancers; Thyrotropin-releasing hormone receptor (Homo sapiens), P34981; TRHR cells, fluo-8 calcium fluorescence, EC20 TRH enhancement; enhancement, % at 2 µM; 360,000 compounds, 0.66% hits; AID 493056, 2011; in the data active = enhancement above about 30%; note: 0% is about no effect
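TRHR-expressing cells loaded with fluo-8 calcium dye were read kinetically (ex 480/em 530) during compound addition, then stimulated with an EC20 of TRH (10 nM final). Enhancement of the Gq-mediated intracellular calcium response was scored.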
TrxR1 inh = qHTS Assay for Inhibitors of Mammalian Selenoprotein Thioredoxin Reductase 1 (TrxR1): qHTS; Potency, µM (top dose mostly 114 µM), inactives show at the top dose activity change, negative = inhibition, hits mostly inhibitors; 390,000 compounds, 1% hits; Thioredoxin reductase 1, cytoplasmic (Rattus norvegicus), O89049; recombinant rTrxR1, NADPH fluorescence consumption, selenite substrate; AID 588453, 2011; note: potency is the fitted concentration of half-maximal effect; % is set by controls: 0 for no effect and ±100 for the full control effect; nearly all actives have a fitted effect of over 65% in size
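Rat TrxR1 (90 nM in the dispensed reagent) was pre-reduced with 400 uM NADPH for 5 min at room temperature, then incubated with compound for 15 min. After 400 uM selenite was added, NADPH fluorescence (Ex 340/Em 450 nm) was followed for 8 min.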
PI4K2A inh = qHTS for small molecular inhibitors of PI4K2A | activity change, negative = inhibition, % at 76.9 µM | 420,000 compounds, 0.13% hits | Phosphatidylinositol 4-kinase type 2-alpha (Homo sapiens), Q9BTU6 | purified PI4K2A, ADP-Glo luminescence, 1 h; active compounds read low; in the data active = activity change below about -50%; inconclusive = mostly about -30% to -49%;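 note: -100% = wells without enzyme as full effect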
Target sequence (Q9BTU6 whole entry, looked up): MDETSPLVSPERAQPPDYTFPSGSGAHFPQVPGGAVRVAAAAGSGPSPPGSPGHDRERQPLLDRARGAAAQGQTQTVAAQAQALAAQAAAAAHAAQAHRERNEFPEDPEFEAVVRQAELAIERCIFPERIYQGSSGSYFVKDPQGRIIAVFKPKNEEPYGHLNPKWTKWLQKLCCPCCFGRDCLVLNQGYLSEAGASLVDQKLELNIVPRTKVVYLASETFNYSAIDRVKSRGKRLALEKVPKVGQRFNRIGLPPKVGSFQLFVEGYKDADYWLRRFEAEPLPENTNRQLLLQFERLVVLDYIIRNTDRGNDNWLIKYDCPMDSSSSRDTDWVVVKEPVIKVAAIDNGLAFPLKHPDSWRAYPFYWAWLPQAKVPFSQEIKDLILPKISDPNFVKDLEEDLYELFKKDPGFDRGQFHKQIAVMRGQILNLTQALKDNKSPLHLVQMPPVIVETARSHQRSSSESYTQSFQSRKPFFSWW
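In this quantitative HTS, ADP production by PI4K2A was quantified luminescently after 1 h at ambient temperature; 100 microM adenosine served as plate-quality control.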
* = called active by the depositor; ? = inconclusive; nt = not tested or not shown; & = joins results of further samples; [ ] = remark or other dose. Unless noted, calls come from the whole dose curve; as a rule, active = well fitted inhibition curve with a large enough effect; inconclusive = small, poorly fitted or top-dose-only effect; inactive = no such curve, though single readings can be large or run the other way. No enrichment for hits; overall some 3.9% were active at least once.

SMILES	USP1-UAF1 inh	TrxR1 substrate	D2 antagonist	D2 ag	TRHR ag	IDH1 R132H inh	TRHR enhancer	TrxR1 inh	PI4K2A inh
COC(=O)Cn1c(C(=O)N2CCCC2)cc2c1C[C@H]1CN(C(=O)c3ccccc3)[C@@](Cc3ccc(F)cc3)(C(=O)OC)[C@@H]21	-11%	8%[57.1 µM]	0	0.6	1.2	-6%	9	5%[57.1 µM]	0
O=C(CSc1ccc(-c2cccc([N+](=O)[O-])c2)nn1)N1CCCC1	-20%	9%[57.1 µM]	6	-0.9	-1.2	1%	4	26%[57.1 µM]	4
CC1CCCC(NC(=O)COC(=O)CCC(=O)c2ccc(F)cc2)C1C (configuration not stated)	-7%	-11%	nt	nt	nt	4%	nt	-2%	0
CN(C)c1ccc(S(=O)(=O)c2ccc(Cl)cc2)cc1	-11%	101%[activator]	-9	0.1	-0.3	2%	0	53%[activator]	3
CCOC(=O)CN(C)C(=O)CCc1nnc(-c2ccc(-c3ccccc3)cc2)o1	-25%	19%	2	0.7	-0.2	-3%	-2	23%	2
COC(=O)c1cc(OC)c(OC)cc1NC(=O)c1ccc(OC)cc1	-15%	88%[activator]	-2	-1.5	0.1	-3%	1	54%[activator]	2
Cc1nn(CC#N)c(=O)n1-c1ccc(Cl)cc1	-12%	5%[57.1 µM]	nt	nt	-0.2	11%	6	30%[57.1 µM]	-2
O=C(CCCSc1nc2sc3c(c2c(=O)[nH]1)CCC3)NCCO	-13%	18%[57.1 µM]	-4	-0.5	1.0	5%	0	16%[57.1 µM]	-2
Cc1cc(=O)oc(C)c1C(=O)NCC(C)NC(=O)c1c(C)cc(=O)oc1C (configuration not stated)	-17%	-1%	-11	0.9	1.1	0%	18	-6%	1
CC(C)OC(=O)Cn1c(=O)oc2ccccc21	3%	2%	-4	0.3	0.6	0%	6	12%	1
CC(=O)Nc1ccc(C(=O)NCCCOC(C)C)cc1	-30%	4%	1	-0.2	0.8	7%	4	15%	-1
CC(C)N(CCNC(=O)COc1ccc2oc3c(c2c1)CCCC3)C(C)C	-12%	-7%	3	0.7	-0.3	22%	17	-15%	-4
COc1ccc([N+](=O)[O-])cc1NC(=O)CSc1nc(C)c(C)c(C)n1	-22%	-8%	3	-0.1	-1.3	2%	-7	-11%	0
COc1cc(OC)c(NC(=O)CC(c2cccs2)N2Cc3ccccc3C2=O)cc1Cl (configuration not stated)	-10%	-11%	nt	0.0	-0.4	30%	-6	-7%	-6
C/C(=N\NC(=O)CCn1nc(C)cc1C)C(C)(C)C	-7%	1%[57.1 µM]	16	0.5	0.6	3%	0	1%[57.1 µM]	1
Cc1ccc2cc3cc(C(=O)N4CCN(Cc5ccccc5)CC4)sc3nc2c1	-2%	-13%	-8	0.4	-1.1	-4%	15	-17%	4
CCOC(=O)Cc1nnc(NC(=O)CSc2nc3ccccc3[nH]2)s1	-17%	1%	-6	-1.8	1.5	6%	4	15%	-1
Cc1cccc(NC(=O)CCn2nc(-c3ccccc3)c3ccccc3c2=O)c1	-23%	-5%[57.1 µM]	nt	0.4	0.9	6%	-13	-2%[57.1 µM]	-1
COc1ccccc1-n1c(CNC(=O)c2cccc([N+](=O)[O-])c2C)n[nH]c1=S	2%	2%	-1	-0.7	-1.9	-1%	8	-18%	3
O=C(NCc1nnc(SCC(=O)N2CCOCC2)o1)c1c(F)cccc1F	-2%	-2%	8	0.8	0.2	4%	6	-3%	5

Looked up above:
CCOC(=O)Cc1nnc(NC(=O)CSc2nc3ccccc3[nH]2)s1 in TRHR enhancer shows 4
CC(C)N(CCNC(=O)COc1ccc2oc3c(c2c1)CCCC3)C(C)C in D2 ag shows 0.7

Later entries
SMILES	USP1-UAF1 inh	TrxR1 substrate	D2 antagonist	D2 ag	TRHR ag	IDH1 R132H inh	TRHR enhancer	TrxR1 inh	PI4K2A inh
COc1cccc(NC(c2nnc(-c3ccccc3)o2)c2ccc(F)cc2Cl)c1 (configuration not stated)	?	-10%	nt	0.0	0.1	20%	-2	-6%	-11
COCCn1cc(C(=O)c2ccccc2OCC(=O)Nc2cc(C)on2)cc(C#N)c1=O	-25%	-4%	16	-0.1	-4.3	5%	-4	-4%	4
COc1ccc(OC)c(/C=C(\C)C(=O)c2c(C)cc(C)[nH]c2=O)c1	?	-1%[11.4 µM]	nt	nt	nt	-1%	nt	20%[11.4 µM]	-2
Cc1ccc(CNC(=O)c2ccc(NC(=O)N3CCSc4ncccc43)cc2)cc1	1%	1%[57.1 µM]	nt	0.1	0.4	-12%	-2	13%[57.1 µM]	-1
COc1cc(C(=O)Nc2scc(-c3ccccc3)c2C(=O)O)cc(OC)c1OC	-24%	-9%	-3	-1.3	0.0	11%	-1	0%	6
COc1ccc(-n2c(-c3ccccc3)nnc2-c2ccc(Cl)cc2)cc1	-9%	9%	-9	-1.0	-0.7	2%	-3	19%	-12
Cc1ccccc1OCC(=O)OCC(=O)c1ccc(OCc2ccccc2)cc1	-23%	-2%	-13	-1.2	-0.4	3%	-5	21%	-6
O=C(COc1ccccc1Cl)Nc1ccccc1C(=O)Nc1cccc(C(=O)O)c1	-10%	-13%	31*	0.1	-0.1	-7%	5	-25%	-1
Cc1cc(C)nc(OC(=O)c2ccc(Cl)cc2Cl)n1	nt	nt	15	0.6	0.0	nt	1	nt	nt
COCCn1c(SCC(=O)NCC2CCCO2)nc2c(c1=O)SCC2 (configuration not stated)	-16%	-8%	-14	0.7	-0.2	9%	2	-11%	-3
Cc1cc(C)nc(NS(=O)(=O)c2ccc(NC(=O)CCC3COc4ccccc4O3)cc2)n1 (configuration not stated)	4%	8%[57.1 µM]	7	-1.0	0.2	0%	7	-10%	-1
Cc1ccccc1NC(=O)c1ccccc1NC(=O)CCC(=O)O	-21%	-9%	-7	0.8	0.8	5%	4	-14%	0
CCOc1ccccc1CNC(=O)CSc1n[nH]c(-c2ccccc2)n1	-5%	-3%[57.1 µM]	nt	-0.5	-0.2	12%	1	6%[57.1 µM]	-1
Cc1ccc(CNCC2CCCO2)s1 (configuration not stated)	3%	11%	-14	0.8	-0.9	1%	18	33%	-4
O=S(=O)(Nc1ccc(Cl)cc1)c1ccc(N2CCOCC2)c(NC(=S)NC2CC2)c1	-8%	-2%	-12	3.4	0.2	2%	2	?	-4
CC1(c2nnc(-c3cccc(Cl)c3)o2)CC(c2ccc(C#N)cc2)=NO1 (configuration not stated)	-31%	1%	nt	nt	nt	8%	nt	?	1
COc1ccc(C(=O)NNC(=O)c2ccc3ccccc3n2)cc1	0%	4%	-22	0.2	-0.2	0%	4	-7%	-2
C=C1CC2C(=O)N(Cc3cc(OC)ccc3OC)C(C(=O)OCC)(C(=O)OCC)C1N2C(=O)OC(C)(C)C (configuration not stated)	-22%	9%[57.1 µM]	nt	nt	nt	0%	nt	20%&14%[57.1 µM]	3
CN(C)S(=O)(=O)c1cccc(CNCC2COc3ccccc3O2)c1 (configuration not stated)	-19%	10%	106*	77*	-0.1	0%	4	27%	6
COc1ccc(NC(=O)c2ccccc2-c2ccccc2)cc1	-20%	7%[57.1 µM]	-5	-0.3	-0.4	6%	-1	15%[57.1 µM]	1
COCCN1C(=S)N[C@@H](c2cccc(F)c2)C(C(=O)OC)=C1C	nt	nt	-8	-0.4	4.0&1.7	nt	7&7	nt	nt
N#Cc1c(-c2ccncc2)c2c([nH]c1=S)CCCC2	2%	6%[57.1 µM]	nt	nt	-0.2	9%	7	?	-13
CCCN1C(=O)C2C(C(=O)Nc3cccc(OC)c3)C3C=CC2(O3)C1C(=O)NC1CCCCC1 (configuration not stated)	-4%	-1%	8	0.1	0.1	8%	2	-11%	-8
CCOc1ccc(NC(=O)COc2coc(CN3CCc4ccccc4C3)cc2=O)cc1	-1%	3%	9	-1.4	-1.9	0%	-3	16%	8
CC(=O)N1CCN(C(=O)c2ccc(-n3c(C)ccc3C)cc2)CC1	-2%	-6%	1	-0.7	-0.7	0%	8	?	2
Cc1c(C(=O)NCc2ccccn2)oc2ccc(S(=O)(=O)N3CCC4(CC3)OCCO4)cc12	3%	0%[57.1 µM]	4	0.5	0.0	-7%	3	-1%[57.1 µM]	-1
COc1cc(C2C(C(N)=O)=C(C)Nc3nc(CCCO)nn32)cc(OC)c1OC (configuration not stated)	-12%	16%[57.1 µM]	-10	1.5	0.8	0%	6	23%[57.1 µM]	1
CCOC(=O)N/N=C/c1cn(CCCOc2ccc(C)cc2)c2ccccc12	-3%	-5%	6	1.2	2.1	4%	5	5%	1
O=P(O)(O)COc1ccccc1P(=O)(c1ccccc1)c1ccccc1	-14%	-7%	8	0.5	-1.1	0%	-4	-17%	-6
COc1cc(/C=C/c2[nH]c(=O)[nH]c(=O)c2[N+](=O)[O-])cc(OC)c1O	-24%	-10%	-1	0.5	0.3	4%	4	-17%	-19
O=C(NCC(=O)N1CC=C(c2ccccc2)CC1)c1ccco1	-9%	4%	0	-0.2	0.3	0%	3	5%	-3
COc1ccc(-n2c(O)c(C=NC3CC3)c(=O)[nH]c2=O)cc1	-6%	-11%	4	0.2	0.5	12%	6	-3%	2
